High-throughput results (PubChem)
Mito fusion yeast: inhibitors of mitochondrial division or activators of mitochondrial fusion | S. cerevisiae fusion-defective mutant growth rescue, CellTiterGlo 48 h | Potency, µM (top dose mostly 46.1 µM), for the others: at the highest dose growth rescue (activation), actives largely listed as activators | 320,000 compounds, 0.23% hits | AID 485298;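 note: potency is the fitted concentration of half-maximal effect; % of control where 0% means no effect; nearly all actives have a fitted effect of over 45% in size; temperature-sensitive fusion mutants such as fzo1-1 at 37 °C on non-fermentable ethanol glycerol medium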
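Growth-rescue viability read-out: after 48 h at the non-permissive 37C in glycerol/ethanol YPEG, yeast mitochondrial fusion mutants are measured by CellTiterGlo luminescence; compounds (23 nl pinned per well) restoring growth score as division inhibitors or fusion activators.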
PTAP TSG101 blk: blocks PTAP/TSG101 interaction to inhibit HIV-1 budding; AID 493005; Fluorescence polarization, FITC-PTAP peptide / Tsg101 binding; 340,000 tested, under 10 active; Potency, µM (top dose mostly 115 µM), for inactives: top-dose activity change, negative = inhibition, hits mostly inhibitors; active = well fitted inhibition curve with a large enough effect in the main read-out, with a control signal flat, not every such curve was filed as active; inconclusive = small, poorly fitted or top-dose-only effect, or effect the other way, or a change in a side signal; inactive = no such curve, though single readings can be large or run the other way; note: potency is the fitted concentration of half-maximal effect; % of control where 0% means no effect
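Compounds were pin-transferred onto Tsg101 binding domain (10 uM final) in HEPES pH 7.5 buffer, then FITC-PTAP peptide was added at 50 nM final. After 20 min at RT, polarization reported peptide displacement across a qHTS concentration series.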
Eya2 phos inh: Eya2 (human) phosphatase inhibition | AID 488837 | recombinant Eya2, OMFP fluorescence dephosphorylation (OMFP is methylfluorescein phosphate) | 330,000 compounds, 0.006% hits | Potency, µM (titrated, usually from 76.9 µM), inactives show top-dose activity, negative = inhibition, most hits filed as inhibitors; note: potency is the fitted concentration of half-maximal effect; % is set by controls: 0 for no effect and ±100 for the full control effect
Target sequence (O00167 whole entry, looked up): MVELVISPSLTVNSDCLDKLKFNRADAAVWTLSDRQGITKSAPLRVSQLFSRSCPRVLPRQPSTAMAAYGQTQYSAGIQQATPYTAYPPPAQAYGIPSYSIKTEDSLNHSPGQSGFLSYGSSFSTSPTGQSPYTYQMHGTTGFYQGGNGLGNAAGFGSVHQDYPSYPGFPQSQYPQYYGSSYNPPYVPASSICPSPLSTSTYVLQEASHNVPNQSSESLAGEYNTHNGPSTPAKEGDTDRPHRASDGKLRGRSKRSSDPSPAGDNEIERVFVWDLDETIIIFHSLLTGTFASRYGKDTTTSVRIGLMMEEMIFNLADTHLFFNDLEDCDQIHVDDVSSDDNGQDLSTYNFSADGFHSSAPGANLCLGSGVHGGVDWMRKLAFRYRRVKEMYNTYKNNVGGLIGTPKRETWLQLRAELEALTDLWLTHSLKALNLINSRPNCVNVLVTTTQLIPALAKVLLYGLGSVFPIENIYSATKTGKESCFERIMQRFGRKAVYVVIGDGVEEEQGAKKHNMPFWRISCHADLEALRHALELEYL
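Eya2 (0.2 uM) preincubated 10 min at ambient with compound, then OMFP substrate added at 50 uM; 10 min reaction in 50 mM HEPES pH 7.5, 50 mM NaCl, 5 uM MgCl2, 0.05% BSA, 1 mM DTT. Fluorescence read at Ex 485/Em 525 nm.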
ELG1 DNA repair: inhibitors of ELG1-dependent DNA repair in HEK293T cells | HEK293T ELG1-luciferase reporter, luminescence, 16 h; DNA damage induced by 5-fluorouridine | 330,000 compounds, 2.3% hits | Potency, µM (highest dose often 46.1 µM), without a hit: at the highest dose activity change, negative = inhibition, hits mostly inhibitors | AID 504467; note: potency is the fitted concentration of half-maximal effect; % is set by controls: 0 for no effect and ±100 for the full control effect; nearly all actives have a fitted effect of over 55% in size
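Reporter activity after DNA damage by 5-fluorouridine is monitored. Compound-treated cells incubate 16 hr at 37 °C, then ONE-Glo is added for 30 min before luminescence reading.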
TSHR antagonist: blocks TSH signaling through the human TSH receptor; P16473; TSHR-expressing cells, TSH-stimulated cAMP HTRF, 2 h; hits give low values; activity change, negative = inhibition, % at 11.5 µM; 330,000 compounds, 0.2% hits;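 active = activity change below a set negative limit, meaning inhibition stronger than a set level, cut at about -70% in these data; inconclusive = activity change between two set negative limits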; note: % is set by controls: 0 for no effect and ±100 for the full control effect
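Competitive HTRF cAMP read-out (cryptate anti-cAMP antibody, cAMP-d2; 30 min, room temperature) in freshly harvested TSHR cells. Compounds added before TSH at EC80 (4nM final), followed by 2 hours' incubation at 37 deg C.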
TCR act: activates T cell receptor signaling. primary human leukocytes, anti-CD3, IL-2 HTRF, 48 h. Potency, µM (doses to about 9.22 µM), inactives show top-dose activation of IL-2 secretion, hits mostly activators. 330,000 tested, under 10 active; note: % of control where 0% means no effect
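Compounds are tested in HTS on primary human leukocytes co-incubated with a-CD3 beads for 48 hr. IL-2 output is measured by time-resolved FRET.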
USP2a block: USP2a (human) protease inhibition | O75604 | USP2 core, Ub-CHOP2 coupled fluorogenic reporter, 485/531 | Potency, µM (doses to about 38.3 µM), without a hit: top-dose activity change, negative = inhibition, usual class: inhibitors | 330,000 compounds, 0.01% hits | AID 463254;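 note: potency is the fitted concentration of half-maximal effect; plate controls were DMSO wells for no effect and full inhibition by NEM control for full effect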
Target sequence (O75604 whole entry, looked up): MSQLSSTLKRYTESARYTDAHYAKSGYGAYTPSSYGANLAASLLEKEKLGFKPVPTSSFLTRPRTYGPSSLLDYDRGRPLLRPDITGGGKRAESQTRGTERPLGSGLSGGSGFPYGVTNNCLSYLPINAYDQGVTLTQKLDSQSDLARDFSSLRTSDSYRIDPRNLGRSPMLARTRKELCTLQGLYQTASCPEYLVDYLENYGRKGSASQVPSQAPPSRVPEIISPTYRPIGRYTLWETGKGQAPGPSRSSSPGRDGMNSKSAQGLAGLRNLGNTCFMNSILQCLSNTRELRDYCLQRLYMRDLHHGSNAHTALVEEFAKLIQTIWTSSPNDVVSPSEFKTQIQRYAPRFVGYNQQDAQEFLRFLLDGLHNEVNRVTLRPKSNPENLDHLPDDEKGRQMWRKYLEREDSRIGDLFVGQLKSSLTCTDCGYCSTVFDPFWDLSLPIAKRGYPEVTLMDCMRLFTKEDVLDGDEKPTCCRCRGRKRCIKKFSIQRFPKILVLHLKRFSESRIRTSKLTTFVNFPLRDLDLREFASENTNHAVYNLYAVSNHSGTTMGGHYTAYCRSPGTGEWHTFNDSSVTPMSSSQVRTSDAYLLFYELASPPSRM
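Cell-free coupled assay: 10nM USP2 core preincubated 30min RT with compound in Tris-HCl pH 8.0/CaCl2/CHAPS buffer, then 25nM Ub-CHOP2 and 25nM reporter substrate; fluorescence (Ex 485/Em 531) read after 60min RT, normalized to NEM inhibition, concentration-response curves fitted.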
BCR signal inh: chronic active BCR signaling inhibition. ABC-DLBCL IkBa-CBG/CBR reporter, luminescence ratio, 4 h. Potency, µM (doses to about 46.1 µM), for inactives: at the highest dose ratio change, negative = lower green/red ratio, actives largely listed as inhibitors. 340,000 compounds, 0.05% hits. AID 493014; active = well fitted inhibition curve with a large enough effect in the signal ratio, with a control signal flat, not every such curve was filed as active; inconclusive = small, poorly fitted or top-dose-only effect, or effect the other way, or a change in a side signal; the % refers to the signal ratio;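 note: potency is the fitted concentration of half-maximal effect; plate controls were basal doxycycline-induced cells for no effect and cells given 10 µM MG132 for full effect; MG132 reads +100%, hits lower the ratio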
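Cell line TMD8 (human ABC DLBCL), stably expressing tet-inducible CBG68-IkBa fusion and CBR; IMDM/0.5% FBS; cpd up to 46 uM; dox induction, 4 h, 37C/5% CO2; dual luminescence; green/red ratio; MG132 control.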
Tb PFK block: T. brucei PFK enzyme inhibition | O15648 | T. brucei PFK, ADP-Glo luminescence | Potency, µM (titrated, usually from 57.5 µM), for the others: at the highest dose activity, negative = inhibition, hits mostly inhibitors | 330,000 compounds, 0.17% hits | AID 485367;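 note: potency is the fitted concentration of half-maximal effect; 0% = uninhibited 1x PFK enzyme wells and -100% = no-enzyme wells; nearly all actives have a fitted effect of over 60% in size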
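Compounds were pin-transferred as a titration series up to 57 uM into substrate buffer (0.5 mM F6P, 0.1 mM ATP, pH 8.0), then 1.25 nM PFK was added and reactions ran 45 min before ADP-Glo detection.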
B2AR arrestin: beta2AR (human) beta-arrestin recruitment activity; P07550; beta-arrestin recruitment to beta2AR, cell-based reporter; Potency, µM (doses to about 46.1 µM), for the others: at the highest dose activation, usual class: activators; 330,000 compounds, 0.02% hits; AID 492947;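 note: potency is the fitted concentration of half-maximal effect; 0% = DMSO controls and full agonism = EC100 isoproterenol or metaproterenol; nearly all actives have a fitted effect of over 65% in size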
uPA generation: inhibitors of cell surface uPA generation; cell surface uPA generation assay, qHTS; Potency, µM (series often up to 38.3 µM), for inactives: at the highest dose activity change, negative = inhibition, usual class: inhibitors; 330,000 compounds, 0.31% hits; AID 540303; active = well fitted inhibition curve with a large enough effect; inconclusive = small, poorly fitted or top-dose-only effect; inactive = no such curve, though single readings can be large or run the other way; tested in mouse RAW 264.7 cells; note: potency is the fitted concentration of half-maximal effect; % is set by controls: 0 for no effect and ±100 for the full control effect; nearly all actives have a fitted effect of over 55% in size
An asterisk follows results filed as active; [ ] = another dose, or the depositor's remark. Unless noted, calls come from the whole dose curve; as a rule, active = well fitted curve in the direction sought with a large enough effect; inconclusive = small, poorly fitted or top-dose-only effect, or another doubt; inactive = no such curve, though single readings can be large; an effect the other way counts as inactive or inconclusive.

For COc1ccc(OC)c2c(C)cc(N3CCCCCC3)nc12 the results were Mito fusion yeast -4%, PTAP TSG101 blk 1%, Eya2 phos inh 1%, ELG1 DNA repair inconclusive, TSHR antagonist -1, TCR act 4%, USP2a block 1%, BCR signal inh -1%, Tb PFK block -2%, B2AR arrestin 0.7% and uPA generation 1%.
CCc1nnc(NC(=O)CSc2nnc(Cc3ccccc3)n2-c2ccc(OC)cc2)s1 was read as Mito fusion yeast 3%, PTAP TSG101 blk -4%, Eya2 phos inh -17%, ELG1 DNA repair 1%, TSHR antagonist 10, TCR act -8%[46.1 µM], USP2a block 1%, BCR signal inh 3%, Tb PFK block -5%, B2AR arrestin -0.3% and uPA generation -3%.
Screening CN1CCC(=O)N([C@H](CN=[N+]=[N-])c2ccccc2)CC1 returned Mito fusion yeast 4%, PTAP TSG101 blk 1%, Eya2 phos inh 18%, ELG1 DNA repair 57%, TSHR antagonist 26, TCR act 3%, USP2a block 2%, BCR signal inh -10%, Tb PFK block 0%, B2AR arrestin 0.3% and uPA generation 10%.
`O=C(CCCn1c(=O)c2sccc2n(CC(=O)NCC2CCCO2)c1=O)NCc1ccco1` (configuration not stated) gave Mito fusion yeast 6%, PTAP TSG101 blk -4%, Eya2 phos inh 5%, ELG1 DNA repair -2%, TSHR antagonist 1, TCR act -1%, USP2a block 4%, BCR signal inh -1%, Tb PFK block -3%, B2AR arrestin 0.0% and uPA generation 1%.
CCOC(=O)C1C(=O)OC(C)(C)C1C(C)C(=O)c1ccc(OC)cc1 (configuration not stated) was read as Mito fusion yeast 4%, PTAP TSG101 blk -2%, Eya2 phos inh 18%, ELG1 DNA repair -2%, TSHR antagonist 10, TCR act -6%, USP2a block 0%, BCR signal inh -1%, Tb PFK block -4% and B2AR arrestin -2.2%.
For COc1ccc(OCC(=O)N(C)CC2COc3ccccc3O2)cc1 (configuration not stated) the results were PTAP TSG101 blk -4%, Eya2 phos inh -7%, ELG1 DNA repair 14%, TCR act -2%, USP2a block 5%, BCR signal inh -9%, Tb PFK block -1%, B2AR arrestin 0.1% and uPA generation -5%.
`COc1ccc(CCNC(=O)c2ccc(OCC(=O)N3CCOCC3)c(OC)c2)cc1OC` gave Mito fusion yeast 10%, PTAP TSG101 blk -4%, Eya2 phos inh 18%, ELG1 DNA repair -1%, TSHR antagonist 8, TCR act 0%, USP2a block 0%, BCR signal inh -3%, Tb PFK block -1%, B2AR arrestin 0.2% and uPA generation 4%.
`COc1cccc(NC(=O)CN2CCN(S(=O)(=O)c3ccc(F)cc3)CC2)c1` gave Mito fusion yeast 3%, PTAP TSG101 blk -3%, Eya2 phos inh 4%, ELG1 DNA repair -3%, TSHR antagonist 7, TCR act 0%, USP2a block 2%, BCR signal inh 0%, Tb PFK block 1%, B2AR arrestin 0.2% and uPA generation -4%.
For CC(=O)c1c(C)[nH]c(C(=O)CN(C)CC(=O)Nc2ccccc2Cl)c1C the results were PTAP TSG101 blk -3%, Eya2 phos inh -4%, ELG1 DNA repair 18µM*, TSHR antagonist -3, TCR act 6%[46.1 µM], USP2a block 2%, BCR signal inh -5%, Tb PFK block -1%, B2AR arrestin 0.5% and uPA generation -7%.
CCCCCCOc1ccc(N2C(=O)CC(N3CCN(CCN=CC4C(=O)CC(C)(C)CC4=O)CC3)C2=O)cc1 (configuration not stated) was read as Mito fusion yeast -2%, PTAP TSG101 blk 0%, Eya2 phos inh -2%, ELG1 DNA repair -5%, TSHR antagonist -32, TCR act -2%, USP2a block 11%, BCR signal inh -1%, Tb PFK block -7%, B2AR arrestin 0.0% and uPA generation -3%.
Screening O=S(=O)(Cc1ccccc1)Nc1ccccc1 returned Mito fusion yeast 2%, PTAP TSG101 blk -2%, Eya2 phos inh -8%, ELG1 DNA repair 8%, TSHR antagonist 0, TCR act 9%, USP2a block -1%, BCR signal inh 4%, Tb PFK block -4%, B2AR arrestin -0.1% and uPA generation inconclusive.
`COc1cc(/C=C2\SC(=S)N(Nc3ncc(C(F)(F)F)cc3Cl)C2=O)ccc1O` gave Mito fusion yeast 0%, PTAP TSG101 blk 9%, Eya2 phos inh 33%, ELG1 DNA repair inconclusive, TSHR antagonist -18, TCR act -1%, USP2a block 3%, BCR signal inh inconclusive, Tb PFK block -3%, B2AR arrestin 0.3% and uPA generation 0%.
Screening CC(=O)Nc1ccc2c(c1)C(=O)N(C1CCCCC1)C2=O returned Mito fusion yeast 17%, PTAP TSG101 blk 0%, Eya2 phos inh 10%, ELG1 DNA repair 3%, TSHR antagonist 1, TCR act -4%, USP2a block 3%, BCR signal inh inconclusive, Tb PFK block -2%, B2AR arrestin 0.1% and uPA generation 0%.
COc1ccc(NC(=S)N2CCN(c3ncccn3)CC2)cc1 was read as Mito fusion yeast inconclusive, PTAP TSG101 blk 2%, Eya2 phos inh -3%, ELG1 DNA repair -13%, TSHR antagonist 0, TCR act 1%, USP2a block 11%, BCR signal inh -3%, Tb PFK block -2%, B2AR arrestin -0.3% and uPA generation 0%.
COc1cccc(/C=N/NC(=O)c2cc3cc([N+](=O)[O-])ccc3s2)c1O was read as Mito fusion yeast 1%, PTAP TSG101 blk inconclusive, Eya2 phos inh 1%, ELG1 DNA repair inconclusive, TSHR antagonist -15, TCR act -4%[46.1 µM], USP2a block 1%, BCR signal inh inconclusive, Tb PFK block inconclusive, B2AR arrestin -1.6% and uPA generation -3%.
Screening O=C(NCc1ccccc1)NCC12CC3CC(CC(C3)C1)C2 returned Mito fusion yeast 6%, PTAP TSG101 blk -6%, Eya2 phos inh -11%, ELG1 DNA repair 1%, TSHR antagonist -23, TCR act -3%, USP2a block 0%, BCR signal inh 6%, Tb PFK block 0%, B2AR arrestin -0.2% and uPA generation 3%.
`CCN(CC(=O)NCc1cccs1)C(=O)c1ccc(S(=O)(=O)Nc2cccc(C)c2C)cc1` gave Mito fusion yeast 0%, PTAP TSG101 blk -1%, Eya2 phos inh 4%, ELG1 DNA repair -11%, TSHR antagonist 2, TCR act -6%, USP2a block -1%, BCR signal inh 8%, Tb PFK block -1%, B2AR arrestin -0.9% and uPA generation -1%.
For CCc1nn(-c2ccccc2)c(=S)c2ccccc12 the results were Mito fusion yeast 5%, PTAP TSG101 blk 1%, Eya2 phos inh -2%, ELG1 DNA repair 12%, TSHR antagonist -5, TCR act 7%, USP2a block -1%, BCR signal inh inconclusive, Tb PFK block -1%, B2AR arrestin -0.2% and uPA generation 3%.
`CC(=O)N1CCc2cc(S(=O)(=O)CCC(=O)N(C)Cc3ccco3)ccc21` gave Mito fusion yeast 9%, PTAP TSG101 blk -6%, Eya2 phos inh 9%, ELG1 DNA repair -1%, TSHR antagonist 33, TCR act 11%, USP2a block 2%, BCR signal inh 1%, Tb PFK block -4%, B2AR arrestin -0.8% and uPA generation 2%.
`O=C(N/N=C/c1cccnc1)C1CCCCC1` gave Mito fusion yeast -10%, PTAP TSG101 blk 2%, Eya2 phos inh 11%, ELG1 DNA repair inconclusive, TSHR antagonist 0, USP2a block 1%, BCR signal inh inconclusive, Tb PFK block -2%, B2AR arrestin 0.4% and uPA generation 1%.
Screening Cc1ccccc1CC1(CO)CCCN(C(=O)CCC(=O)c2ccccc2)C1 (configuration not stated) returned Mito fusion yeast 1%, PTAP TSG101 blk 2%, Eya2 phos inh 2%, ELG1 DNA repair 6%, TSHR antagonist -6, TCR act 3%, USP2a block 0%, BCR signal inh 1%, Tb PFK block -4%, B2AR arrestin -0.1% and uPA generation 4%.
`N=C1/C(=C\c2ccc(OC(=O)c3ccc(F)cc3)cc2)C(=O)N=C2SC(N3CCOCC3)=NN12` gave Mito fusion yeast 1%, PTAP TSG101 blk 1%, Eya2 phos inh -3%, ELG1 DNA repair 0%, TSHR antagonist -4, TCR act -5%, USP2a block 0%, BCR signal inh inconclusive, Tb PFK block 2%, B2AR arrestin -0.2% and uPA generation 0%.
Screening CN1CCN(C2=CC(=O)OC23CCCCC3)CC1 returned Mito fusion yeast 0%, PTAP TSG101 blk -5%, Eya2 phos inh -3%, ELG1 DNA repair -5%, TSHR antagonist 4, TCR act -7%[46.1 µM], USP2a block 0%, BCR signal inh 4%, Tb PFK block -4%, B2AR arrestin -1.2% and uPA generation -1%.
